# Bioassay records deposited in PubChem BioAssay by several laboratories.
# HUVEC prolif 384: human endothelial cell proliferation inhibition; HUVEC proliferation, CellTiter-Glo luminescence, 72 h; stronger effect = lower value; viability, % at 10 µM (by protocol); AID 648; 86,000 compounds, 1.1% hits;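 active means viability at or below 30%; inactive means viability above 30%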;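 further: 100% = median luminescence of DMSO-only cell control wells on each plate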
# PTK2B oligo ant: Pyk2 (human) oligomerization antagonism; 99,000 compounds, 0.83% hits; Q293 cells, Pyk2 FERM NanoBiT luminescence; stronger effect = lower value; AID 1347419; z-score (the deposit names both 25 µM and 10 µM);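 active means Z-score of -3 or lower, scaled per plate to the spread of control and sample wells; inactive means z-score above -3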;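 further: negative z-score means lost luminescence so less FERM oligomerization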
# Target sequence (Q14289 whole entry, looked up): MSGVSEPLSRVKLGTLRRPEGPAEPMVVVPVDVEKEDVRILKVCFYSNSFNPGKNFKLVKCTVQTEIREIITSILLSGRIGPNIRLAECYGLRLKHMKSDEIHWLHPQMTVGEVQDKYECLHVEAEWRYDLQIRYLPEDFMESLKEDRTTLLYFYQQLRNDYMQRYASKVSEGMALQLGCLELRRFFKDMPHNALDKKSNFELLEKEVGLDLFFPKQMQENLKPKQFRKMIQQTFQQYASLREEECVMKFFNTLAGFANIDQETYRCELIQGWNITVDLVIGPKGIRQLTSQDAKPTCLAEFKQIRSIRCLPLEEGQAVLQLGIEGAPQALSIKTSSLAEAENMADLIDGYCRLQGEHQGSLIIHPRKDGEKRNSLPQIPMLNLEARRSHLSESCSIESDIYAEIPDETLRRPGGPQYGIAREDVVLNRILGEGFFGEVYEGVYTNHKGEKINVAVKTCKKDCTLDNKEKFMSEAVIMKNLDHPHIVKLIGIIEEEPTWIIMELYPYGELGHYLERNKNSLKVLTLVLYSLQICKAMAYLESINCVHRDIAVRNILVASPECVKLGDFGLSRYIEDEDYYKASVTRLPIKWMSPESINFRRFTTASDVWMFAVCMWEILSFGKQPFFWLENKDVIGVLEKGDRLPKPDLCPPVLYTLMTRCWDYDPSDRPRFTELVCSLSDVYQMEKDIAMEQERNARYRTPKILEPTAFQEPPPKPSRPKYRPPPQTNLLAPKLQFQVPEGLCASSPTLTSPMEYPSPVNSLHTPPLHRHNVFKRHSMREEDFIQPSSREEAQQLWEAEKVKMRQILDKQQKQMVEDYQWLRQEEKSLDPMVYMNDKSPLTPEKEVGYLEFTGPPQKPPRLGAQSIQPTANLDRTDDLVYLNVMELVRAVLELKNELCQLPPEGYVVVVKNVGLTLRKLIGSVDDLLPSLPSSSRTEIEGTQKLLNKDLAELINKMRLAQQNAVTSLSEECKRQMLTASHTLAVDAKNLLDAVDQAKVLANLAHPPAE
# VCAM1 TNFa inh: reduces TNF alpha induced VCAM1 expression in HUVEC. HUVEC TNFa-induced VCAM-1 immunofluorescence, high-content imaging. inhibition, % at 2 µM. 95,000 compounds, 0.48% hits. AID 802;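 active means inhibition above the batch mean plus 3 SD, with images confirmed as a hit by eye, cut at about 37% in these data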;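 further: 0% = TNF-stimulated DMSO wells and 100% = unstimulated control wells; not every result past the cut was called active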
# Lung fibro prol: blocks proliferation of human lung fibroblasts. 85,000 compounds, 1.1% hits. LL 47 human lung fibroblast viability, ATP luminescence; stronger effect = lower value. viability, % at 10 µM;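 active means viability at or below 50% in the single dose screen; inactive means viability above 50%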;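 further: compound exposure lasted 72 h before the ATP readout; 100% = median luminescence of untreated cell-only wells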
#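 material = human LL 47 lung fibroblast cells | dosing = compounds added from tenfold dosing solution, 0.1% DMSO final | timing = overnight cell rest, 72 h compound treatment at 37 °C | measured by = CellTiter-Glo luminescence measuring cellular ATP | evaluation = % viability versus median cells-only luminescence | control set = cell-only wells, no compound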
# F-actin modifier: cytoskeleton assembly modification | HUVEC TNFa F-actin phalloidin imaging, high content | AID 836 | inhibition, % at 2 µM | 91,000 compounds, 0.18% hits;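 active means inhibition above the batch mean plus 3 SD and confirmed as a hit by visual image inspection, cut at about 30% in these data, passing the limit was not always enough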; further: strong numbers were not always called active
# IL1B cytotox: toxic to HUVEC cells under IL-1B stimulation | HUVEC cell count loss, Hoechst imaging, IL-1B stimulated | cell count reduction, % at 2 µM | 94,000 compounds, 0.41% hits | AID 845;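 active means cell count reduction more than 3 SD above the screen-wide mean, cut at about 70% in these data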;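 further: normalized per plate to untreated control cells as the no-loss baseline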
# H69AR inhibit: growth inhibitors of human H69AR lung tumor cells. H69AR lung tumor viability, ATP luminescence, 72 h; stronger effect = lower value. viability, % at 10 µM. 85,000 compounds, 6% hits;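 active means viability at or below 40%; inactive means viability above 40%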;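 further: multidrug resistant small cell line overexpressing MRP-1 efflux transporter; 100% = mean luminescence of untreated control wells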
# HUVEC tox TNFa: HUVEC cytotoxicity counter-screen, TNF alpha stimulated. HUVEC TNFalpha-stimulated, Hoechst cell count, imaging. cell count reduction, % at 2 µM. 93,000 compounds, 0.17% hits. AID 848;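 active means cell count reduction exceeding the screen mean by over 5 SD, scaled to untreated wells per plate, cut at about 78% in these data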;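 further: cells counted after 24 h of TNF alpha exposure following the 1 h pretreatment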
# Smad3 FoxH1 inh: inhibitors of human Smad3 transcription factor binding. TR-FRET Smad3/Dy647-FoxH1 peptide binding, europium anti-His. P84022. AID 630. inhibition, % at 25 µM. 88,000 compounds, 0.29% hits;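 active means compounds that reduce the energy-transfer binding signal between the protein and its labelled peptide by more than half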;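 further: 0% = Smad3 plus labelled peptide maximal FRET and 100% = peptide-only background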
# Active calls of the source: *; · = not tested or not shown; [ ] = another dose, or the depositor's remark. Only part of the results is shown; count on the stated rates, not on these rows.
SMILES	HUVEC prolif 384	PTK2B oligo ant	VCAM1 TNFa inh	Lung fibro prol	F-actin modifier	IL1B cytotox	H69AR inhibit	HUVEC tox TNFa	Smad3 FoxH1 inh
COc1ccc(S(=O)(=O)Nc2ccc(S(=O)(=O)Nc3ccc(F)cc3)cc2)cc1C	67	-1.1	13	94	1	26	44	-32	0
CCN(CC)c1ncnc2sc3c(c12)CCC3	87	1	-1	92	-16	-12	84	-10	11
CC(NC(=O)CSc1nc2c(c(C(F)(F)F)n1)CCc1ccccc1-2)c1ccccc1 (stereo not drawn)	97	0.03	-9	105	-1	16	84	0	-146
O=C(Cc1cccs1)Nc1ccc(S(=O)(=O)Nc2ncccn2)cc1	95	-0.27	-9	93	-5	-27	104	0	4
O=C(Nc1nccs1)C(NS(=O)(=O)c1ccc(Br)s1)c1ccccc1 (stereo not drawn)	89	-1.9	18	88	-18	6	84	·	5
C=CCn1c(Cc2cccs2)nnc1SCC(=O)Nc1ccc(OC)cc1	84	-0.59	-3	100	-18	-11	79	-19	23
Cc1ccc(N2CC(C(=O)NCCCn3ccnc3)CC2=O)cc1 (stereo not drawn)	92	0.48	-5	101	-1	-7	89	-12	6
NC(=O)CSc1nc2scc(-c3ccco3)c2c(=O)n1-c1ccccc1	97	1.4	10	97	-14	-16	73	-27	2[fluorescence artefact?]
CCOC(=O)C(C(C)=O)C(c1ccc(OCCC(C)C)cc1)C(C(C)=O)C(=O)OCC (stereo not drawn)	103	0.59	3	90	-13	-43	80	-9	7
O=C(NCc1ccc2c(c1)OCO2)c1cc(-c2ccccc2Cl)on1	115	-1.1	4	108	-9	-2	84	-8	-2
CCC(C)c1ccc(NC(=O)c2cccs2)cc1 (stereo not drawn)	91	-0.27	21	100	·	-5	97	-14	2
Cn1nnnc1SCC(=O)NCCCc1ccccc1	89	0.08	2	93	6	-54	85	12	11
NS(=O)(=O)c1ccc(CCNc2nc(CN3CCOCC3)nc3sc4c(c23)CCC4)cc1	85	1.1	-3	97	-24	-14	16*	-8	7
CCCCCn1c2nc3ccccc3nc2c2c(=O)n(CC3CCCO3)c(C)nc21 (stereo not drawn)	87	·	·	101	·	·	44	·	4
COCCNC(=O)c1cc2c(=O)n(C)c3ccccc3c2n1C	96	·	7	100	-1	-12	81	-23	4
COc1ccc(Cl)cc1C(=O)NCCN(C)C	94	0.76	-2	99	9	8	93	-18	-1

# Record cards, from the list above.
# Listed for O=C(NCc1ccc2c(c1)OCO2)c1cc(-c2ccccc2Cl)on1 → HUVEC prolif 384: 115; PTK2B oligo ant: -1.1; VCAM1 TNFa inh: 4; Lung fibro prol: 108; F-actin modifier: -9; IL1B cytotox: -2; H69AR inhibit: 84; HUVEC tox TNFa: -8; Smad3 FoxH1 inh: -2
# Listed for CCCCCn1c2nc3ccccc3nc2c2c(=O)n(CC3CCCO3)c(C)nc21 (stereo not drawn) → HUVEC prolif 384: 87; PTK2B oligo ant: ·; VCAM1 TNFa inh: ·; Lung fibro prol: 101; F-actin modifier: ·; IL1B cytotox: ·; H69AR inhibit: 44; HUVEC tox TNFa: ·; Smad3 FoxH1 inh: 4

# Remaining list, next part.
SMILES	HUVEC prolif 384	PTK2B oligo ant	VCAM1 TNFa inh	Lung fibro prol	F-actin modifier	IL1B cytotox	H69AR inhibit	HUVEC tox TNFa	Smad3 FoxH1 inh
CCCN(C(=O)CSc1nnc(-c2ccoc2C)n1N)C1CCS(=O)(=O)C1 (stereo not drawn)	101	-0.42	-23	107	-7	-29	91	-2	2
Nc1nc(Nc2ccc(Cl)cc2Cl)nc(C(F)(F)F)n1	64	-1.6	-3	107	6	-145	98	-16	-6
COCCNC(=O)C(c1ccc(C)o1)N(C(=O)c1snc(C(N)=O)c1N)c1cccc(C)c1 (stereo not drawn)	95	-0.94	5	96	-3	-7	67	-6	8
Cc1onc(-c2ccccc2)c1C(=O)N1CCCSC1=Nc1ccccc1	96	0.78	8	96	-1	-13	88	-10	9
c1csc(Cn2nnnc2CN2CCN(c3nc4ccccc4s3)CC2)c1	97	0.23	-6	98	39	-17	82	-15	7
COc1ccc(-c2c(C)nn(-c3ccccc3)c2N)cc1OC	93	-0.5	-12	100	-1	8	92	-13	14
CN(C(=O)CSC1=NCCS1)c1ccccc1	103	0.09	-4	102	8	-2	87	-2	4
CC(=O)NCc1ccc(-c2csc(N)n2)s1	95	-0.37	-9	102	-17	10	79	-14	-6
C=CCn1c(CSc2nc3ccccc3s2)nnc1SCC(=O)NCCN1CCOCC1	101	-0.24	-14	104	-6	-17	84	-4	-1
Cn1c(=O)c2c(-c3cccc(F)c3)c3c(nc2n(C)c1=O)-c1ccccc1C3O (stereo not drawn)	·	·	-38	·	-6	-1	·	10	·
CN(Cc1ccccc1)c1ncnc2ccc(Br)cc12	55	-1.6	5	85	2	26	76	-8	8
Cc1ccc(C(=O)c2ccc([N+](=O)[O-])cc2)cc1C	121	0.12	1	116	7	-10	112	2	20[fluorescence artefact?]
COC(=O)CSc1ncnc2c1sc1nc(-c3ccco3)c3c(c12)CC(C)(C)OC3	·	·	17	·	0	-31	·	-18	·
Cc1cccc(S(=O)(=O)Nc2ccc(C)c3c2OC(C)(C)C3)c1	90	-0.65	-5	93	15	-32	84	-12	-2
O=C(NCC1CCCO1)C(C(=O)c1ccc(F)cc1)n1ccccc1=O (stereo not drawn)	101	1.9	-3	100	12	-6	95	7	15
O=C(CCn1nnc2ccccc21)Nc1nnc(Cc2ccc(F)cc2)s1	91	0.15	·	97	·	·	93	·	10
COCCCNC(=O)c1ccc2c(=O)n(C3CCCC3)c(=S)[nH]c2c1	106	-0.88	-16	105	-40	-28	93	2	-3
CC1CC(C)CN(CCCNC(=O)CCNC(=O)Cn2ccc3ccccc3c2=O)C1 (stereo not drawn)	·	0.16	-5	·	-3	15	·	-7	5
Cc1noc(C)c1COc1cccc(C(=O)OCC(=O)N2CC(=O)Nc3ccccc32)c1	60	2.5	29	59	·	-25	22*	11	11
COn1c(=O)c(=O)n(O)c2ccccc21	87	-0.05	7	95	·	-15	90	-11	10
Cc1ccccc1N1C(=O)c2sc3nc4c(c(=O)n3c2C1=O)CCC4	96	0.16	23	85	12	-15	3.4*	-18	2
O=C(CCC1COc2ccccc2O1)NCc1ccco1 (stereo not drawn)	96	0.86	1	98	-26	-17	100	-10	1
COc1ccc(S(=O)(=O)N2CC3C4C=CC(C4)C3C2)cc1 (stereo not drawn)	90	-0.18	-7	83	20	23	93	-16	-7
COc1ccc(S(=O)(=O)N2CCCC(C(=O)NCCC3=CCCCC3)C2)cc1 (stereo not drawn)	65	0.19	-13	90	28	-11	77	-2	-1
CCCOC(=O)c1ccc(OCC(O)CN2C(=O)NC(C)(C)C2=O)cc1 (stereo not drawn)	110	0.54	3	105	-7	11	98	1	-6
O=c1cc(O)n(-c2ccccc2)c(=S)[nH]1	107	0.09	2	101	-15	34	97	1	5
O=C(Cn1nnc(-c2ccccc2F)n1)Nc1ccc(S(=O)(=O)NC2CCCC2)cc1	87	-0.37	22	93	-7	35	91	2	0
COc1ccc(-c2nc(CNS(=O)(=O)c3cc(OC)ccc3OC)cs2)cc1	94	·	·	92	·	·	94	·	-4
CC(C(=O)Nc1ccc(F)c(F)c1F)N1CCCCCC1 (stereo not drawn)	·	0.21	2	·	9	-18	·	0	·
COc1ccc(CCC(=O)N2CCc3ccccc32)cc1	91	-1.2	-3	95	7	2	94	-31	0
O=C(O)CSc1cccc2cccc(C(=O)O)c12	95	·	·	91	·	·	104	·	6
CC1(C)Cc2c(C#N)c(N3CCN(C(=O)c4ccccc4)CC3)nc(-c3ccco3)c2CS1	·	-0.5	7	·	-27	-47	·	3	·
CC1=CCC(C(=O)O)(C(=O)N/N=C/c2cccs2)C(c2ccc(Cl)cc2)C1 (stereo not drawn)	97	-1.3	8	98	-12	-14	92	-5	14
O=C(NCCc1ccccc1)c1cc2sccc2n1Cc1ccccc1	98	-2.2	22	92	7	-41	71	-13	2
Cc1nc(SCC(=O)Nc2cc(C)on2)c2c(C)c(C)sc2n1	82	1.6	6	99	-2	-14	·	-23	-137[fluorescence artefact?]
FC(F)(F)c1cccc(NC(=S)Nc2cccc(Cl)c2)c1	·	-0.21	12	·	7	-5	·	-29	·
CCCCOC(=O)Cn1c(=N)n(CCN2CCOCC2)c2ccccc21	101	-0.16	5	105	6	-16	95	-8	1[fluorescence artefact?]
Nn1c(SCc2nc3ccccc3[nH]2)nnc1C1CCCCC1	92	0.38	-16	103	-10	24	93	19	0
Cc1cc(C)nc(NS(=O)(=O)c2ccc(NC(=O)CCCN3C(=O)c4ccccc4C3=O)cc2)n1	97	0.55	·	97	·	·	99	·	-1
CCOC(=O)c1cnc(-n2nc(C)cc2C)nc1Nc1ccc(C)cc1	·	0.23	-7	·	10	4	·	1	·
O=C(Nc1ccc2c(c1)OCO2)C1CC(c2c(F)cccc2Cl)=NO1 (stereo not drawn)	103	-0.32	-34	100	25	4	90	18	-27
Cc1cc(C)cc(N(C(C)C(=O)N2CCCCC2)S(C)(=O)=O)c1 (stereo not drawn)	91	0.26	·	110	·	·	94	·	-2
CCCCN(CC)C(=O)CN1C(=O)c2ccccc2C1=O	97	0.27	-1	99	-4	-15	98	-13	0
CN(Cc1nc2ccccc2n1C)S(=O)(=O)c1ccc(Cl)cc1	88	-0.33	-22	98	-2	-7	93	11	-2
CCCCNC(=O)CC1N=C2c3ccccc3N=C(SCC(=O)Nc3ccccc3C)N2C1=O (stereo not drawn)	105	0.77	18	97	4	-2	71	-15	7
CCCSc1nc2c(cnn2-c2ccccc2)c(=O)[nH]1	73	·	·	93	·	·	106	·	-3
COc1cc(-c2nnc3n2N=C(c2ccccc2)CS3)cc(OC)c1OC	49	-2.1	54*	52	-41	-18	19*	-2	-2
Cc1cccc(Sc2c([N+](=O)[O-])ncn2C)c1	·	-0.02	14	·	-3	-48	·	-4	·
Cc1nc(N2CCN(Cc3ccccc3)CC2)nc2c1C(=O)CC(C)C2 (stereo not drawn)	103	1.5	-11	96	0	-20	100	-32	5
CCN(CC)CCNC(=O)c1ccccc1N	100	-2.5	-4	107	22	-10	94	-39	-7
O=C(COC(=O)c1cccnc1Nc1cccc(C(F)(F)F)c1)NCCN1C(=O)CSC1=O	94	1	-12	92	-16	26	60	-11	-2
Cc1cc(Cl)c(S(=O)(=O)NC2CCCCC2)cc1OCC(=O)Nc1nncs1	88	-0.43	-34	97	-2	-48	45	·	4
N#CC1=C(N)Oc2n[nH]c(-c3cccs3)c2C1c1cccnc1 (stereo not drawn)	116	1.6	-6	102	-16	2	107	-13	1
COc1cc(CN2C(=O)C(NC(=O)c3ccco3)(C(F)(F)F)C3=C2CC(C)(C)CC3=O)cc(OC)c1 (stereo not drawn)	112	-1.8	11	89	2	-14	85	9	-9
COc1cc(O)oc1C=Nc1ccccc1	·	-0.4	6	·	-9	11	·	-12	·
CCCn1c(NC(=O)c2cccc(C)c2C)nc2ccccc21	53	-0.03	20	56	-5	-6	25*	7	6
CCOc1ccc(C(F)(F)F)cc1NC(=O)COc1ccc(C(F)(F)F)cc1[N+](=O)[O-]	·	0.33	4	·	28	-12	·	-23	·
CCN(CC)CCNC(=O)CCn1c(=S)[nH]c2cc3c(cc2c1=O)OCO3	90	-0.39	0	96	-5	-8	84	4	20[fluorescence artefact?]
COc1ccc(-n2c(SC)nc(O)cc2=O)cc1	103	-0.46	-1	·	5	-10	75	-15	0
